Bioassay records deposited in PubChem by Emory University Molecular Libraries Screening Center.
14-3-3g Raf – 14-3-3 gamma protein interaction modulation; P61981; 160,000 tested, 0.19% active; FP, 14-3-3gamma / TMR-pS259-Raf peptide binding; inhibition, % at 40 µM; in the data active means inhibition above about 30%;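 further: 0% = protein plus tracer without compound and 100% = blank with tracer alone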
Target sequence (P61981 whole entry, looked up): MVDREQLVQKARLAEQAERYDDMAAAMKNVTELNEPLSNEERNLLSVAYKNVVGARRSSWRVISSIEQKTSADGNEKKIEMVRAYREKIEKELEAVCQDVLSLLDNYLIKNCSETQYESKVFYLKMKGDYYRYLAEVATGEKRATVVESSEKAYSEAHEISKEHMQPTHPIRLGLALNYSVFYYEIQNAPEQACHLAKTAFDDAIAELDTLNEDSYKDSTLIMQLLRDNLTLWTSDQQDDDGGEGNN
An asterisk follows results filed as active; & = joins results of further samples. Only part of the results is shown, so the mix of outcomes need not match the whole.

Structure,14-3-3g Raf
COC(=O)c1ccccc1NC(=O)CN(Cc1ccccc1)S(C)(=O)=O,1.9
c1coc(CNc2nc(N3CCOCC3)nc3ccccc23)c1,4.8
O=C(c1ccc(F)cc1)N1CCN(c2ncccn2)CC1,7.7
O=C1CCCN1CN1CCCCC1,-2.8
O=C(Nc1cc(Cl)ccc1O)c1cnn2c1NC(c1ccc(Br)cc1)CC2C(F)(F)F (configuration not stated),-7.4
CN1CCn2c1nc(N1CCCCC1)nc2=O,-12.2
O=C1CN(C(=O)CCC2CCCCC2)C(c2ccc(F)cc2)c2cc(Cl)ccc2N1 (configuration not stated),-3.8
CC1=C(C(=O)OC2CCCC2)C(c2cccc(O)c2)C2=C(CC(c3ccc(Cl)cc3)CC2=O)N1 (configuration not stated),-3.5
O=C(CN(CCc1ccccc1)S(=O)(=O)c1ccccc1)N1CCN(c2ccccc2)CC1,5.7
CCOC(=O)C1CCN(C(=O)c2ccc(N3CC4CC(C3)c3cccc(=O)n3C4)c(NC(=O)c3ccncc3)c2)CC1 (configuration not stated),-1.4
CC1CCN(CCCNC(=O)c2cc(=O)[nH]c3ccc(S(=O)(=O)N4CCCCC4C)cc23)CC1 (configuration not stated),-2.2
CC1(C)SC(c2ccccc2)NC1C(=O)O (configuration not stated),-4.2
Cc1cc(C)c(C(=O)O)c(=O)[nH]1,1.5
O=C(CCS(=O)(=O)c1ccc(Br)cc1)N1CCN(c2ccccc2)CC1,-3.6
CCOC(=O)c1cc(C)sc1NC(=O)C1CCC1,-9.4
O=c1c2sccc2nc(SCc2cccnc2)n1-c1ccc(F)cc1,3.8
COc1ccc(Cl)cc1NC(=O)CSc1nccn1-c1ccc(F)cc1,-6.5
CCOC(=O)CSc1cn(Cc2ccc(Cl)cc2)c2ccccc12,-10.0
CCOc1ccc(C(=O)N2CC(=O)Nc3ccc(C)cc3C2c2ccccc2)cc1OCC (configuration not stated),-8.6
O=[N+]([O-])c1cc(C(F)(F)F)ccc1NCCOc1cccc2cccnc12,4.2

Random excerpt: seven compounds from above, in no set order.
Structure,14-3-3g Raf
Cc1cc(C)c(C(=O)O)c(=O)[nH]1,1.5
O=C(c1ccc(F)cc1)N1CCN(c2ncccn2)CC1,7.7
c1coc(CNc2nc(N3CCOCC3)nc3ccccc23)c1,4.8
CC1=C(C(=O)OC2CCCC2)C(c2cccc(O)c2)C2=C(CC(c3ccc(Cl)cc3)CC2=O)N1 (configuration not stated),-3.5
CCOC(=O)c1cc(C)sc1NC(=O)C1CCC1,-9.4
O=c1c2sccc2nc(SCc2cccnc2)n1-c1ccc(F)cc1,3.8
O=C(CN(CCc1ccccc1)S(=O)(=O)c1ccccc1)N1CCN(c2ccccc2)CC1,5.7

(list continues)
Structure,14-3-3g Raf
O=C(Nc1nonc1NC(=O)c1cccs1)c1cccs1,-11.4
COc1cc(S(=O)(=O)Nc2ccccc2C)ccc1Cl,0.0
CC(C)(C)c1nnc2sc(SC/C(O)=C(\C#N)c3nc4ccccc4[nH]3)nn2c1=O,-2.0
COc1cc(C2C3=C(CC(C)(C)CC3=O)OC3=C2C(=O)CC(C)(C)C3)ccc1OC(=O)c1ccccc1Cl,2.5
O=C(c1cccs1)N(Cc1ccccn1)Cc1ccco1,-2.0
COc1cc(-c2noc(-c3cccc(Cl)c3)n2)cc(OC)c1OC,-3.7
Cc1ccc(S(=O)(=O)Nc2cc(C)c(O)c(Cl)c2)cc1,1.4
COc1cc(OC)c(N(C)C(=O)Cc2c(C(=O)O)[nH]c3ccc(Cl)cc23)cc1Cl,0.3
Fc1ccc(Nc2c(-c3ccco3)nc3ccc(Br)cn23)cc1,-13.8
Cc1nc2nc(SCC(=O)Nc3cccc(Cl)c3)nn2c(C)c1Cc1ccccc1F,-6.2
COc1ccc(-n2c(C)cc(C(=O)CSc3nnc4ccccn34)c2C)cc1,-5.4
O=C1c2ccccc2C(=O)c2c1cc(F)cc2N1CCCCC1,-12.4
COc1ccc(C(=O)Nc2nncs2)cc1[N+](=O)[O-],18.2
COc1ccc(C(=O)c2nc3ccccc3n2C)cc1OC,-4.2
O=[N+]([O-])c1ccc(O)c(C=Nc2cccc3ncccc23)c1,9.4
COc1ccc(Cc2nnc(SCc3nc4ccccc4c(=O)[nH]3)o2)cc1,-0.9
CN(C)c1ccc(C2Nc3ccccc3NC3=C2C(=O)CCC3)cc1 (configuration not stated),2.0
O=C(c1cnn2c1NC(c1cccs1)CC2C(F)(F)F)N1CCOCC1 (configuration not stated),-6.9
CN(C(=O)c1cnc(N2CCN(c3ccccn3)CC2)c2ccccc12)c1ccc(Cl)cc1,3.3
COC(=O)C1=C(C)NC2=C(C(=O)CC(C)(C)C2)C1c1ccc(OC(=O)c2ccc(Cl)cc2)c(OC)c1 (configuration not stated),-7.9

Reformatted: entries from further up
> Fc1ccc(Nc2c(-c3ccco3)nc3ccc(Br)cn23)cc1
  14-3-3g Raf: -13.8
> O=C(Nc1nonc1NC(=O)c1cccs1)c1cccs1
  14-3-3g Raf: -11.4

(next part)
Structure,14-3-3g Raf
COc1ccccc1NC(=O)CSc1ccc2nnc(-c3ccncc3)n2n1,1.5
COC(=O)c1ccc(COc2ccc3c(C)c(Cc4ccccc4)c(=O)oc3c2)o1,4.9
CC1CCCC(NC(=O)C2N(CCN3CCCCC3C)C(=O)C3C(C(=O)Nc4ccc(Cl)cc4)C4C=CC32O4)C1C (configuration not stated),-18.8
CCOC(=O)C1C(=O)C=C(c2cccs2)CC1c1ccccc1Cl (configuration not stated),-6.9
Cc1nn(-c2cc(N3CCN(C(=O)C(C)(C)C)CC3)ccc2[N+](=O)[O-])c(=O)c2ccccc12,-2.1
CS(=O)(=O)N(Cc1nnc(-c2cccs2)o1)c1ccc(Cl)cc1F,-3.5
COc1ccc([N+](=O)[O-])cc1NC(=O)COc1ccc(Cl)cc1,-8.3
Cc1ccc2cc3c(NC(=O)c4ccco4)nn(C)c3nc2c1,-14.0
COc1ccccc1C(=O)N(CCCN1C(=O)c2cccc3cccc(c23)C1=O)c1ccccc1OC,-11.4
COc1ccc(N(CC(=O)N2c3ccccc3CC2C)S(=O)(=O)c2c(C)noc2C)cc1 (configuration not stated),-9.1
O=C(Nc1ccccc1C(=O)NCCN1CCOCC1)c1ccco1,1.8
COc1ccc(NC(=O)c2cc(S(=O)(=O)NCCC3=CCCCC3)ccc2F)cc1,-5.5
CCCOC(=O)CN1C(=O)c2ccc(C(=O)OCCC)cc2C1=O,0.9
CCOc1cccc(C(=O)Oc2cccc3ccc(C)nc23)c1,-1.9
Cc1ccc(S(=O)(=O)N2CCN(C(=O)c3cccnc3)CC2)cc1,0.5
C=CCOC(=O)C(C#N)c1nc2ccccc2nc1N1CCN(Cc2ccc3c(c2)OCO3)CC1 (configuration not stated),-22.2
COc1cccc(CN2C(=O)c3ccccc3Sc3ccc(C(=O)NCCCN4CCC(C)CC4)cc32)c1,2.4
O=CN1CCN(c2nc3ccccc3nc2C(F)(F)F)CC1,-4.4
Cc1cc(NC(=O)c2noc3c2CCCC3)no1,-4.1&3.9
COc1cccc(CSCC(=O)O)c1OC,-2.3

(next part)
Structure,14-3-3g Raf
COc1ccc(-n2nc(C(=O)N3CCC(C)CC3)c3ccccc3c2=O)c(OC)c1,5.9
O=C(CSc1nnc(Cc2ccccc2)o1)Nc1nccs1,-1.1
COc1ccc(CNC(=O)CS(=O)Cc2nc(-c3ccccc3C)oc2C)cc1 (configuration not stated),-0.1
COC(=O)c1cn(CCOc2ccccc2)c2ccccc12,1.2
COc1ccc2cc(CCNC(=O)C3CCCC3)c(=O)[nH]c2c1,-4.3
Cc1ccc(-c2ccc(CCC(=O)O)[nH]2)cc1,-24.1
NC1=NC(=Nc2ccc(N3CCCCC3)cc2)c2ccccc21,-10.1
COc1cc(OC)c(C2C=C(c3ccc(Cl)cc3)Nc3ncnn32)cc1OC (configuration not stated),-1.1
Cc1ccc(Cl)cc1N1CCN(C(=O)CCSCc2cccc(Cl)c2)CC1,0.0
O=C(CCSCc1cccc(Cl)c1)NCCC1=CCCCC1,-2.8
COc1cc2[nH]c(=O)n(CCCC(=O)NC3CCCCC3C)c(=O)c2cc1OC (configuration not stated),-0.9
CN(C)c1ccc(NC(=O)CSc2nc3c(c(=O)[nH]2)CCCC3)cc1,-3.9
Cc1nn(-c2ccccc2)c(Cl)c1C(=O)Nc1nnc(C2CCCC2)s1,4.2
COCc1c(C(=O)OCC(=O)c2c(N)n(CC(C)C)c(=O)n(C)c2=O)oc2ccccc12,-11.6
Cc1ccc(C)c2c1NC(c1ccc(Br)cc1)C1CC=CC21 (configuration not stated),-128.8
NC(=O)CSc1nc(SCC(N)=O)c2c3c([nH]c2n1)CCCC3,-35.5
N#Cc1c(-n2ncnc2-c2ccc(F)cc2)sc2c1CCCC2,-2.6
C=CCOc1cccc(C2Nc3ccccc3S(=O)(=O)N2Cc2ccccc2)c1 (configuration not stated),1.4
O=C(Cc1ccccc1)Nc1ccc(-c2nc3ccccc3[nH]2)cc1,-6.2
COC(=O)C1CCCN1C(=O)c1ccc(N)cc1 (configuration not stated),0.1

Continuation:
Structure,14-3-3g Raf
Cc1nc2cc(NC(=O)Nc3nccs3)ccc2n1C,-9.6
CN(C)CCN1C(=O)C(=O)/C(=C(/O)c2ccc(F)cc2)C1c1ccc(Cl)cc1 (configuration not stated),-2.3
CCc1ccccc1N1C(=O)C(Cl)=C(NS(=O)(=O)c2ccc(N)cc2)C1=O,6.6
C=CCOC(=O)C1=C(C)NC2=C(C(=O)CCC2)C1c1cc2c(cc1Cl)OCO2 (configuration not stated),-1.1
CCC(C)NC(=O)CN(c1ccc(OC)cc1)S(=O)(=O)c1ccc(NC(C)=O)cc1 (configuration not stated),-6.2
COc1ccc(N2CCN(S(=O)(=O)c3ccc(C(=O)NCc4ccco4)cc3)CC2)cc1,-2.7
COc1cc(OC)cc(C(=O)N(C(=O)c2cc(OC)cc(OC)c2)c2ncccc2C)c1,1.9
CCN(CC)CCCNS(=O)(=O)c1ccc(OC)cc1,-2.6
CC(=O)c1c(C(C)=O)c(C)n(Cc2ccccc2)c1C,0.4
Cc1ccc(/C(O)=C2\C(=O)C(=O)N(CCCN(C)C)C2c2ccncc2)cc1 (configuration not stated),-5.2
CCCCc1cc(=O)oc2c(C)c(OC(C)C(=O)OC)ccc12 (configuration not stated),4.6
COc1cc(C2C(C#N)=C(N)Oc3cc(C)n(CCc4ccccc4)c(=O)c32)cc2c1OCO2 (configuration not stated),5.9
C=CCSc1nnc2c(n1)OC(c1ccco1)N(C(C)=O)c1ccccc1-2 (configuration not stated),0.0
O=c1[nH]c2ccc(S(=O)(=O)Nc3ccc(Br)cc3)cc2[nH]c1=O,-4.0
CCCCOP(=O)(c1ccc(N(C)C)cc1)C(O)c1ccncc1 (configuration not stated),2.6
COc1ccc(CN2CCN(C(=O)CC(C)C)CC2)cc1OC,0.9&-0.1
N#CC1=C(N)Oc2n[nH]c(-c3ccncc3)c2C1c1ccsc1 (configuration not stated),-3.8
COc1ccc(C2=NN(S(=O)(=O)c3ccccc3)C(c3ccc(F)cc3)C2)cc1OC (configuration not stated),-23.3
Cc1cc(N2C(=O)c3ccc(C(=O)N4CCC(C)CC4)cc3C2=O)no1,-8.7
CCC(=O)N1CCc2cc(Br)cc(S(=O)(=O)CCC(=O)NCc3ccc(Cl)cc3)c21,-7.4

Other records follow:
Structure,14-3-3g Raf
COc1cccc(C2NC(=O)NC(C)=C2C(=O)OCCc2ccccc2)c1 (configuration not stated),-5.9
Cc1ccccc1NC(=O)c1ccc(F)c(S(=O)(=O)NC2CC2)c1,4.1
COc1cccc(-c2cc(C(=O)Nc3cc(Cl)ccc3OC)no2)c1,-16.4
COCCNC(=O)c1cc2cc3ccc(C)cc3nc2s1,-4.7
Cc1ccc(F)cc1NC(=O)c1sc2ncn(CC(=O)N3CCCCC3)c(=O)c2c1C,-13.3
Cc1ccc(NCC(=O)n2c3c(c4ccccc42)CCCC3)cc1Cl,-13.0
Cc1cc(C)nc(/N=c2/ssnc2Cl)c1,-15.2
CCOC(=O)CCNc1n[nH]c(=O)[nH]c1=O,-2.4
COc1ccccc1NC(=O)c1cnn2c(C(F)(F)F)cc(-c3ccc(Br)cc3)nc12,4.2
CC(=O)Nc1cccc(OC(=O)c2ccoc2C)c1,-2.4
CC1=Nc2ccccc2NC(=O)C1Sc1nnc(C)s1 (configuration not stated),3.9
CCOC(=O)C1=C(C)NC2=C(C(=O)CC(C)(C)C2)C1c1ccc(CC)s1 (configuration not stated),3.6
COC(=O)CC1SC(=O)NC1=Nc1ccc(C)cc1 (configuration not stated),-0.9&1.5
CCOC(=O)CSc1ccc(C(=O)NCc2cccs2)cc1[N+](=O)[O-],-1.4
CN(C)CCNC(=O)c1ccc2c(c1)ncn2C1CCCCC1,3.0
O=C(O)CSCCC(=O)Nc1ccc(F)cc1,-6.3&0.4
CCCCn1c(CNC(=O)CCC)nc2ccccc21,-3.2
O=S(=O)(NC1c2cccc3cccc(c23)C1NCc1ccco1)c1ccc(Cl)cc1 (configuration not stated),-14.2
O=C(NC1CCCC1)c1cnn2c(C(F)(F)F)cc(-c3ccccc3)nc12,-18.5
CCS(=O)(=O)Nc1ccc(-c2ccc(NS(=O)(=O)CC)c(OC)c2)cc1OC,-0.8

New compounds follow.
Structure,14-3-3g Raf
CC(=O)c1oc2c(C)c3oc(=O)cc(C)c3cc2c1C,-3.1
Cc1ccc(CCNC(=O)c2cccc(N3CCCC3=O)c2)cc1,-3.2
O=S1(=O)c2ccccc2Nc2ccccc21,2.8
O=C(O)C1OCCc2ccccc21 (configuration not stated),2.0
